Screening results: PubChem BioAssay, several laboratories
UHRF1 MBD2 ctr – UHRF1 methyl-DNA binding inhibition. UHRF1 binding to methylated oligo, TR-FRET. inhibition, % at 4.4 µM. 0.75% of 370,000 active; in the data active means inhibition above about 21%;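 further: UHRF1 SRA domain binding a hemimethylated CpG hairpin DNA probe; 0% = median of test compound wells and 100% = reference inhibitor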
Target sequence (Q96T88 whole entry, looked up, the tested form may be a part): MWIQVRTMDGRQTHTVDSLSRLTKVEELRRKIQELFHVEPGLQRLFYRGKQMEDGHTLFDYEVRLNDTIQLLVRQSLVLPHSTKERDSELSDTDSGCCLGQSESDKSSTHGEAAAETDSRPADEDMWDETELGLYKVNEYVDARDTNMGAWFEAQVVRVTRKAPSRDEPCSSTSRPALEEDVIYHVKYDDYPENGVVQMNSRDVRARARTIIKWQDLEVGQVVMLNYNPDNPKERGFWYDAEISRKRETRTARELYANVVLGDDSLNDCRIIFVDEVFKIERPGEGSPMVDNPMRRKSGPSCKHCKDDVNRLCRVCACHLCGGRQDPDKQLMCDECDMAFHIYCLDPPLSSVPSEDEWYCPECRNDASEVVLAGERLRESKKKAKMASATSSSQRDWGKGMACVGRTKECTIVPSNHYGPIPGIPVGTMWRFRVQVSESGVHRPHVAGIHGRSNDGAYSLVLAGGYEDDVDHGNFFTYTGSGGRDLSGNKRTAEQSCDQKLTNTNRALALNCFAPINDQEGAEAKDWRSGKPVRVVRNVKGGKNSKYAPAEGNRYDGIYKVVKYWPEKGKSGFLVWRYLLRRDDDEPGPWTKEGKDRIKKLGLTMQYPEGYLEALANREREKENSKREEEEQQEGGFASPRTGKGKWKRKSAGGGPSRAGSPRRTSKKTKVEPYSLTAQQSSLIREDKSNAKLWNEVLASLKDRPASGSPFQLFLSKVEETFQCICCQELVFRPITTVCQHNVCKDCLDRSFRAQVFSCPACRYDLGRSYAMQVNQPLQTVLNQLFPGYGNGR
LEDGF integ inh – blocks HIV-1 LEDGF/p75-dependent DNA integration | TR-FRET IN-LEDGF/p75 DNA integration, Eu/Cy5 | inhibition, % at 3.7 µM | 0.64% of 370,000 active | AID 743269;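 active means inhibition above the screen-wide mean plus 3 SD, cut at about 13% in these data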;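 further: signal is the Cy5 over europium emission ratio at 671 and 618 nm; 0% = plate median of compound wells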
HTRA1 inh – blocks human HTRA1 serine peptidase | 0.5% of 340,000 active | inhibition, % at 5.96 µM | recombinant HTRA1, FP-rhodamine activity-based probe, fluorescence polarization | AID 504803; in the data active means inhibition above about 36%;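 further: 0% = enzyme with DMSO and 100% = wells lacking enzyme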
PG9 binder – PG9 antibody binding by small molecule; TR-FRET gp120-PG9 antibody binding; inhibition, % at 6.7 µM; 0.43% of 360,000 active; in the data active means inhibition above about 8.5%
MBD2 DNA inh – blocks human MBD2 binding to methylated DNA | Q9UBB5 | TR-FRET, MBD2 binding to methylated oligonucleotide | inhibition, % at 4.4 µM | 0.31% of 370,000 active | AID 686964; in the data active means inhibition above about 13%
TCR-CD3 inh – human TCR-CD3 binding inhibition | TAMRA-labeled TCR probe fluorescence, biochemical | inhibition, % at 9.4 µM | 0.37% of 360,000 active | AID 651800; in the data active means inhibition above about 19%;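 further: recombinant mutant TCR 2C K166C tagged with TAMRA read by polarization; 0% = receptor in buffer alone and 100% = receptor with positive control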
rCAG binder – molecules binding r(CAG) RNA repeats. r(CAG) RNA repeat, TO-PRO-1 dye displacement fluorescence. inhibition, % at 3 µM. 1.3% of 370,000 active. AID 651821;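 active means inhibition above the plate cutoff, the mean of all test compounds on that plate plus 3 SD, cut at about 35% in these data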;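 further: 0% = DMSO alone and 100% = 100 µM mitoxantrone as full dye displacement; higher means more dye released from RNA so lower well fluorescence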
ABHD4 inh – inhibits mouse alpha/beta hydrolase domain 4 | Q8VD66 | purified mABHD4, FP-Rh probe fluorescence polarization | inhibition, % at 8.92 µM | 0.54% of 370,000 active | AID 720543;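 active means inhibition exceeding the mean over every tested compound plus 3 SD, cut at about 30% in these data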;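 further: 0% = plate median of compound wells and 100% = S159A mutant with DMSO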
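Test system: mouse ABHD4 enzyme, wild type. Reagent: FP-Rh fluorescent activity-based probe, added after compound pre-incubation. Timing: pre-incubation 45 min, probe exposure 60 min, at 25 °C. Technique: FP readout, ex 525 nm / em 598 nm. Benchmarks: high control S159A mutant with DMSO, low control median of compound wells.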
NR1D1 modulator – modulates human Rev-erb alpha binding to DNA; Rev-erbα–FITC-DNA binding, fluorescence polarization, 90 min; activity, % at 10 µM; 0.79% of 370,000 active; AID 1259318;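 active means activity above about 14%, limit read from the data; passing the limit was not always enough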;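 further: 0% = DMSO wells with 35 nM protein and 100% = DMSO wells with 750 nM protein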
PRMT1 FP inh – PRMT1 (human) inhibition, primary screen; 1.3% of 370,000 active; recombinant PRMT1, activity-based probe fluorescence polarization; inhibition, % at 2.79 µM; Q99873; AID 652257;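 active means inhibition above about 21% made by adding two undisclosed values, limit read from the data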
* marks the source's active call; other numbers are inactive results; / = no result given. Some of the compounds tested; count on the stated rates, not on these rows.

Values run as follows: PRMT1 FP inh, rCAG binder, LEDGF integ inh, NR1D1 modulator, PG9 binder, HTRA1 inh, ABHD4 inh, MBD2 DNA inh, TCR-CD3 inh, UHRF1 MBD2 ctr
1. CC(C)c1c(C(=O)N/N=C/c2ccc3c(c2)OCO3)nnn1-c1nonc1N
  0, 1, -2, -3, 1.6, 5, 2, 0, 5, -2
2. CCCCCC(=O)NNC(=O)c1c(O)c2ccccc2n(CC)c1=O
  -3, 5, 2, 3, -1.6, 8, 1, 4, 5, 1
3. CCN(CC)S(=O)(=O)c1ccc(Cl)c(C(=O)NCCN2CCOCC2)c1
  -4, -4, 3, -5, 0.9, 1, -1, -2, -3, -1
4. Cc1cc(=S)cc(C)n1CCCn1ccnc1
  -1, -3, -1, 0, 0.9, 1, 1, -4, 1, -1
5. S=C(Nc1ccc2nsnc2c1)N1CCCCC1
  3, 0, 17*, 0, -2.8, 4, 8, -5, 3, 6
6. COc1ccc(CNC(=O)CN2C(=O)COc3ccc(S(=O)(=O)NC4CCCC4)cc32)cc1
  0, 0, 0, -8, -1.1, -3, -5, 5, 4, -1
7. N#Cc1ccsc1NC(=O)C1=COCCO1
  3, 11, 4, -15, -0.7, 5, 14, 2, 8, -5
8. O=c1c(Cl)c(NCC2CCCO2)cnn1C12CC3CC(CC(C3)C1)C2 (stereo not given)
  -3, -3, 3, 0, -2.6, 14, -11, -6, -7, 0
9. CC1=Nn2c(nnc2-c2ccccc2)SC1
  -4, -1, 0, 4, 1.1, 3, 4, -3, -1, -2
10. O=C1N=c2ccccc2=C1c1sc(=S)n(-c2ccc(O)cc2)c1O
  17, 20, -2, 2, -2.4, 8, 38*, -2, 3, -1
11. O=C(CCSc1nnc(-c2ccc(O)cc2)o1)N1CCOCC1
  2, -1, -2, 4, -2.3, 6, 3, 5, -3, 4
12. Cn1nnnc1Sc1ncnc2scc(-c3ccc(Cl)cc3)c12
  0, -1, 3, -1, -1.4, -28, -8, 1, 11, -1
13. C=CCNc1ccc(F)c(F)c1N1CCCCCC1=O
  -2, -1, 2, -1, 0.7, 4, 1, -1, 2, 7
14. COc1ccc(OC)c(C(=O)CN2CCN(S(=O)(=O)c3ccc(Br)cc3)CC2)c1
  -3, -1, 3, 1, 0.5, 2, -2, -6, 6, -3
15. Cc1ccc(N2OC3C(=O)NC(=O)C3C2c2ccco2)cc1 (stereo not given)
  5, 1, -1, -1, -1.0, 3, 3, 0, -2, 2
16. Cc1ccc(OCc2nnc(SCc3nc4ccccc4[nH]3)n2Cc2ccco2)cc1
  0, -1, 1, 3, -0.9, -24, -4, 1, 1, -2
17. Cc1cc(SCC(=O)c2cc3ccccc3o2)nc2ccccc12
  -2, 4, 2, 6, -1.4, -26, 1, -4, -4, 2
18. COC(=O)C1=C(C)N(C)C(=NCC2CC2)NC1c1ccc(F)cc1 (stereo not given)
  -4, 8, -1, -4, 0.0, /, 0, -1, -1, 5
19. CCS(=O)(=O)NCCc1csc(-c2ccccc2)n1
  -1, 1, 0, 0, 0.3, 0, -4, 2, -6, 4
20. CN(CC(=O)N1CCc2ccccc21)S(=O)(=O)c1cccs1
  -1, -1, 1, 1, 0.8, -2, 2, -1, 1, 3
21. COc1cc(-c2nnc(COc3ccc(Cl)cc3C)o2)cc(OC)c1OC
  0, -3, -1, 10, -0.2, -2, -5, -3, 3, -3
22. CC1C(=O)N(Cc2cn(CCC3OCCO3)nn2)CCS(=O)(=O)N1Cc1ccc(-c2cccc(N(C)C)c2)cc1 (stereo not given)
  -1, 12, 3, -28, 0.6, -4, -3, -5, 1, -3
23. CCOc1ccc(S(=O)(=O)N(CC)CC)cc1NS(=O)(=O)c1ccc(F)c(F)c1F
  1, 33, 0, -4, -0.6, -7, 9, 1, 1, -2
24. Cc1cc(SCC(=O)Nc2cccc(S(=O)(=O)N3CCOCC3)c2)nc2ccccc12
  6, 3, -4, -2, 2.5, -21, -10, -3, -3, 1
25. CCCCCCc1ccc(N2C[C@H](Cc3ccccc3)[C@@H](CC(=O)Nc3ccccc3)C2=O)cc1
  4, 1, 3, 4, -2.5, 7, -8, 2, -3, 4
26. OCCCn1c(C2CCCN2c2nc(-c3ccc(Cl)cc3)cs2)nc2cc(C(F)(F)F)ccc21 (stereo not given)
  12, 3, 2, -4, 1.2, -18, -16, 3, 2, 3
27. Cc1c(CNC2CCC(C)CC2)c(C(=O)O)c(C)n1Cc1ccccc1 (stereo not given)
  0, -1, 2, -4, -2.6, 9, 2, -7, 4, -2
28. O=C(O)Cc1ccc(NC(=O)c2cnccn2)cc1
  -3, -2, 1, -1, -1.0, 1, 4, 3, 7, 0
29. Cn1cncc1C#Cc1c(-c2ccc(S(C)(=O)=O)cc2)sc2ccccc12
  -2, 6, -5, -8, 1.7, -49, -8, -3, 2, -2
30. CC1CCN(Cc2c(C(=O)N/N=C/c3ccc(C(C)(C)C)cc3)nnn2-c2nonc2N)CC1
  -4, 2, 0, 1, -0.2, -7, -8, -7, 9, -4
31. CCN(C(=O)c1ccc(Br)cc1)c1ccccc1
  -4, -5, -3, -1, -0.2, 6, -1, 5, 0, 19
32. Cc1ccc(OCC(=O)Nc2ccc3c4c(cccc24)CC3)c(C)c1
  -4, 2, 0, -4, -2.1, -3, -2, 3, 6, -1
33. CC(C)C(c1nnnn1C1CCCCC1)N1CCN(C(=O)c2ccco2)CC1 (stereo not given)
  2, -2, -1, 2, 0.5, 9, -1, -1, -4, 1
34. CC1CCCCC12NC(=O)N(CC(=O)Nc1ccc(OC(F)F)cc1)C2=O (stereo not given)
  0, 1, -5, -6, -1.5, 7, 5, 2, -2, -2
35. O=C(C[C@H]1C/C=C\CC[C@@H](Cc2ccc(F)cc2)C(=O)OC[C@H]2CCCN2C1=O)N[C@@H](CO)Cc1ccccc1
  -1, -3, 3, -5, -0.5, -4, 2, -1, 0, -4
36. COCCNC(=O)C1(C)CCCN(C(=O)c2ccc(F)c(Cl)c2)C1 (stereo not given)
  1, -1, -3, -3, -1.3, /, 3, 2, -6, -1
37. c1cn2c(NC3CCCC3)c(-c3ccc(N4CCOCC4)cc3)nc2cn1
  -2, 4, -1, 3, 1.0, 1, 6, 3, 3, -2
38. O=C(NCc1ccco1)Nc1ccccc1Cl
  -2, -1, -2, 2, -2.4, -6, 2, -2, 3, 0
39. Cc1ccc(S(=O)(=O)NNC(=O)c2ccc3ccccc3n2)cc1
  6, 4, -10, 4, -1.9, -3, 0, 3, 2, 1
40. Cn1c(=O)oc2cc(S(=O)(=O)NCCC(=O)NCCc3ccc(Cl)cc3)ccc21
  5, 8, -4, -4, -1.7, -3, -7, 9, -8, 8
41. Cc1ccc(C(=O)C2CCN(C(=S)NCCCOC(C)C)CC2)cc1
  -5, -7, 3, 3, 0.1, 1, -3, -4, 2, 1
42. Nc1nnc(COc2cccc(C(F)(F)F)c2)s1
  -1, 0, 3, 7, -1.3, 12, -4, -4, 3, 0
43. NNC(=O)c1sc2nc(N3CCOCC3)c3c(c2c1N)CCCC3
  -2, 7, 0, -1, -2.4, /, 4, 0, 8, -2
44. CC(=O)Nc1ccc(C(=O)N2c3ccccc3N=C(c3ccc4c(c3)OCO4)C2C(=O)NCc2ccccc2)cc1 (stereo not given)
  -2, 10, 3, -1, -2.6, /, -20, -5, 5, -1
45. Cc1ccc(C)c(C(C)NC(=O)Cc2cccs2)c1 (stereo not given)
  5, -3, -1, 2, 0.0, -4, 5, 3, -3, 0
46. C[C@@H]1CN([C@H](C)CO)C(=O)CCCn2cc(nn2)CO[C@H]1CN(C)S(=O)(=O)c1ccc2c(c1)OCCCO2
  0, 2, -1, -1, -0.7, 2, 1, 0, 2, -1
47. NC(=O)c1nsc(C(=O)N(CC(=O)NCc2ccccc2)c2cccc(F)c2)c1N
  5, 5, 0, -3, 2.3, -8, -8, 1, -6, 3
48. COc1nc(NCCC2=CCCCC2)nc(OC)n1
  1, -3, 0, 3, 1.5, 5, -8, 5, -5, 6
49. CC(C)(C)NS(=O)(=O)c1ccc(CCC(=O)NCc2ccc3c(c2)OCO3)cc1
  2, 1, 7, 4, -1.4, -8, 0, -5, -11, 7
50. COc1ccc(CCNC(=O)Cc2cc3c(cc2[N+](=O)[O-])OCO3)cc1OC
  1, 1, -3, -6, 2.2, -1, 7, 3, -8, 0
51. CCC(NS(=O)(=O)c1ccc(C)cc1)C(=O)O (stereo not given)
  2, 0, -1, -6, 0.4, 3, 6, 7, -5, 7
52. Cc1ccc2oc(=O)c(/C=C(\O)c3cccs3)nc2c1
  4, 0, -2, -3, -3.1, 0, 25, -3, 5, 0
53. COC(=O)C(NC(=O)c1ccccc1)c1ccccc1 (stereo not given)
  0, -2, 3, -4, -1.1, 5, -1, -4, 3, -1
54. CCCn1c(=O)[nH]c(=O)c2c1nc(-c1ccc(OC)c(Br)c1)n2CCOC
  -4, -4, 0, -8, 0.4, -3, -8, 2, -1, -2
55. Cc1ccc(CSCC(=O)Nc2c(C)n(C)n(-c3ccccc3)c2=O)cc1
  2, -2, 5, -3, 1.6, 2, 0, 3, 5, 2
56. NC(=O)c1cc(-c2ccncc2)nc2ccc(Cl)cc12
  -4, 2, 8, 9, 1.0, -4, -3, -8, 0, -6
57. COCc1c(C(=O)N/N=C/c2ccco2)nnn1-c1nonc1N
  4, 5, 2, 1, 0.2, -4, 9, -2, 6, 0
58. CC1CCC2(CC1)NC(=O)N(NC(=O)C1CCN(C(=O)c3ccc(Cl)cc3)CC1)C2=O (stereo not given)
  -3, -3, 1, 0, -0.6, 6, -6, -6, 7, 1
59. O=S(=O)(Nc1ccc(Cc2ccncc2)cc1)c1ccc(Cl)cc1
  -1, 1, -6, -1, -0.2, -18, 2, 5, 1, -2
60. Cc1ccccc1/C=c1\s/c(=C\C(=O)C(C)(C)C)[nH]c1=O
  3, 8, 2, 5, -4.4, -16, -9, 3, 3, 1
61. O=C(/C=C/c1ccco1)N(c1ccccn1)c1ccccn1
  9, 16, 22*, -19, -0.1, 7, 15, 23*, 11, 52*
